Screening results deposited in PubChem by The Scripps Research Institute Molecular Screening Center.
PLCg1 inh = PLC-gamma1 enzyme inhibitors, primary screen, biochemical, fluorescence, purified enzyme. fluorogenic substrate. inhibition, % at 12.2 µM. 1-phosphatidylinositol 4,5-bisphosphate phosphodiesterase gamma-1 (Homo sapiens), P19174. actives 0.84% (n = 370,000); in the data active = inhibition above about 9.5%
ADAM10 inh = human ADAM10 inhibitors, primary screen, biochemical, QFRET, HTS; actives 0.62% (n = 370,000); AID 720582, 2013; recombinant ADAM10, EDANS/DABCYL FRET peptide cleavage, 3 h; Disintegrin and metalloproteinase domain-containing protein 10 (Homo sapiens), O14672; inhibition, % at 7 µM;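 active = inhibition above a per-campaign cutoff equal to the mean of compounds falling between control-based bounds plus 3 SD, cut at about 20% in these data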;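 note: 0% = DMSO wells while the 100% control is not disclosed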
Target sequence (O14672 214-748 limits assumed): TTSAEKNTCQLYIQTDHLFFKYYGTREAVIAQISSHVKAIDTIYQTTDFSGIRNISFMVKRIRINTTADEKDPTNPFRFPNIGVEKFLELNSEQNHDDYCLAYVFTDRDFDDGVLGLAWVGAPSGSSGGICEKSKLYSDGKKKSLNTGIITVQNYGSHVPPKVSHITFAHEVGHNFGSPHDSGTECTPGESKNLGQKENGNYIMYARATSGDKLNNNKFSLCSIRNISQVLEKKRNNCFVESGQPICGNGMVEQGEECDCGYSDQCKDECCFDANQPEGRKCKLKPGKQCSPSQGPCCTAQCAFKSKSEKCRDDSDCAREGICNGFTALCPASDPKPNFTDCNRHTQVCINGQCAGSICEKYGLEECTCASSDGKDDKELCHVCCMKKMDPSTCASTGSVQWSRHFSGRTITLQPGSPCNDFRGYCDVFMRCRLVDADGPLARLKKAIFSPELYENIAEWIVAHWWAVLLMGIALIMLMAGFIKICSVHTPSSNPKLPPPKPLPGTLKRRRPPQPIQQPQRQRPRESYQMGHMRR
TDP2 inh = human TDP2 enzyme inhibitors, primary screen, biochemical, epi absorbance, recombinant enzyme; T5PNP hydrolysis, p-nitrophenol absorbance 415 nm; inhibition, % at 12.8 µM; actives 0.34% (n = 370,000);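 active = inhibition above the mean of all tested compounds plus 3 SD, set per campaign, cut at about 25% in these data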;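 note: 0% = DMSO with enzyme and 100% = buffer with substrate but no TDP2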
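System – recombinant human TDP2 · Quantity – TDP2 enzyme at 120 nM final · Doses – single concentration, 12.8 µM nominal, with 1% DMSO · Incubation – 2 h at 37 °C · Measured by – epi absorbance of p-nitrophenol freed from T5PNP by hydrolysis · Read-out – % inhibition relative to enzyme-containing and enzyme-free wells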
ASAP1 inh = inhibitors of human ASAP1 ArfGAP activity, primary screen, biochemical, fluorescence polarization. Arf-GAP with SH3 domain, ANK repeat and PH domain-containing protein 1 (Homo sapiens), …. ASAP1-stimulated ARF1 GTP hydrolysis, GDP FP detection. inhibition, % at 16.5 µM. actives 0.19% (n = 360,000). AID 624377, 2012; in the data active = inhibition above about 25%;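 note: 0% = vehicle with enzyme and substrate and 100% = no enzyme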
Target sequence (Q9ULH1 325-724 limits assumed): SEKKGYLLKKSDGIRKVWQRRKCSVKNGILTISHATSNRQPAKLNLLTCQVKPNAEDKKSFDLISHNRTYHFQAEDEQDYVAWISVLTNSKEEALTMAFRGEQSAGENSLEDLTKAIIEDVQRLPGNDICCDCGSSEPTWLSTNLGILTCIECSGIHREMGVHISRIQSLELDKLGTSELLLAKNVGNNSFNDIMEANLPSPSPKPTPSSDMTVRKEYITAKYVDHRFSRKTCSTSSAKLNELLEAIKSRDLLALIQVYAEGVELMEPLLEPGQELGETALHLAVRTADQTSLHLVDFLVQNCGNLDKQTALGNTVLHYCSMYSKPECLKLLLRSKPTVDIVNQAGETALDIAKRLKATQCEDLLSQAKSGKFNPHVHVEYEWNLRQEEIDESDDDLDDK
LEDGF integ inh = blockers of LEDGF/p75-dependent integrase strand transfer – biochemical, TR-FRET, high throughput, primary screen | HIV-1 integrase (with human LEDGF/p75) | TR-FRET IN-LEDGF/p75 DNA integration, Eu/Cy5 | inhibition, % at 3.7 µM | actives 0.64% (n = 370,000);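 active = inhibition above the screen-wide mean plus 3 SD, cut at about 13% in these data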;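 note: signal is the Cy5 over europium emission ratio at 671 and 618 nm; 0% = plate median of compound wells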
ARFGAP1 inh = inhibitors of rat ARFGAP1 GAP activity, primary screen, biochemical, fluorescence polarization, GDP tracer; ADP-ribosylation factor GTPase-activating protein 1 (Rattus norvegicus), Q62848; Arfgap1-stimulated ARF1 GTP hydrolysis, GDP FP detection; inhibition, % at 16.5 µM; actives 0.26% (n = 360,000);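 active = inhibition above a per-plate limit, mean inhibition of low control wells plus 3 SD, cut at about 25% in these data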;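 note: 0% = DMSO wells with enzyme and 100% = wells lacking Arfgap1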
Target sequence (Q62848 1-136 limits assumed): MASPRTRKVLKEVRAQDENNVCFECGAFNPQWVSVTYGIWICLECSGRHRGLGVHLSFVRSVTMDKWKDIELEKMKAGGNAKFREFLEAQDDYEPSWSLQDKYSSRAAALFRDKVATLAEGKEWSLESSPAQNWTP
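system = rat Arfgap1 catalytic domain, aa 1-136 | technique = FP, GDP Alexa 633 tracer displaced from anti-GDP antibody, 620/688 nm | compound = one concentration, 16.5 µM, DMSO 1.26% | medium = HEPES-based buffer, pH 7.5 | timing = compound-enzyme preincubation 20 min, reaction 120 min, detection 60 min, 25 °C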
Tn6 DDE FP = inhibitors of Tn6 peptide binding to fibrin DD(E), primary screen, biochemical, fluorescence polarization, human fibrin, Tn6 probe; Fibrinogen beta chain (Homo sapiens), P02675; Fibrin DD(E) TRITC-Tn6 fluorescence polarization displacement; inhibition, % at 8.3 µM; actives 0.21% (n = 370,000);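 active = inhibition above a per-campaign cutoff: mean of compounds within control limits plus 3 SD, cut at about 15% in these data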;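 note: 0% = median of all compound wells on the plate and 100% = blocking peptide control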
ADAM17 inh = ADAM17 inhibitors, primary screen, biochemical, QFRET. Disintegrin and metalloproteinase domain-containing protein 17 (Homo sapiens), P78536. recombinant ADAM17, EDANS/DABCYL FRET peptide cleavage. inhibition, % at 6.95 µM. actives 0.83% (n = 370,000). AID 720648, 2013;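 active = inhibition above the mean of compounds lying between control limits plus 3 SD, set per campaign, cut at about 8.5% in these data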;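 note: 0% = DMSO-only wells as the low control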
DDE Tn7 FP inh = inhibitors of Tn7 peptide binding to fibrin DD(E), primary screen, biochemical, fluorescence polarization, human fibrin, Tn7 probe; Fibrinogen beta chain (Homo sapiens), P02675; FP displacement of FITC-Tn7 peptide from fibrin DD(E); 0% = median of compound wells per plate; inhibition, % at 8.3 µM; actives 0.13% (n = 370,000); AID 720508, 2013;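 active = inhibition above the mean of compounds falling within the control limits plus 3 SD of them, cut at about 14% in these data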;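 note: 0% = plate median of compound wells and 100% = 10 µM Aha-Tn7 peptide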
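Assay system: Fibrin-DD(E) protein isolated from polymerized human fibrin clots; read-out basis: percent inhibition; medium: Tris/NaCl/CaCl2 buffer, pH 7.8; signal: FP measurement; incubation: 10 min plus 3 h, room temperature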
KLK7 zymogen act = proKLK7 zymogen activators, primary screen, biochemical, fluorescence intensity; Kallikrein-7 (Homo sapiens), P49862; purified proKLK7, EDANS-DABCYL substrate fluorescence; 100% is mature enzyme control, 0% vehicle; activation, % at 7 µM; actives 0.9% (n = 370,000); AID 652039, 2013;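 active = activation above the mean of all tested compounds plus 3 SD, computed per campaign excluding outliers beyond control limits, cut at about 13% in these data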
The depositor's hits bear a star.

For Cc1ccc(NC(=O)CCS(=O)(=O)c2ccc3c(c2)NC(=O)C(C)S3)nc1 (stereo unspecified) the results were PLCg1 inh -1.6, ADAM10 inh -19.6, TDP2 inh -11.8, ASAP1 inh 3.1, LEDGF integ inh -7.1, ARFGAP1 inh 2.6, Tn6 DDE FP 1.3, ADAM17 inh -7.9, DDE Tn7 FP inh -0.4 and KLK7 zymogen act -0.6.
Cc1nc(-c2ccccc2O)n(-c2ccccc2)n1 was read as PLCg1 inh -2.8, ADAM10 inh -8.3, TDP2 inh -1.6, ASAP1 inh -9.6, LEDGF integ inh 2.6, ARFGAP1 inh -13.4, Tn6 DDE FP -7.6, ADAM17 inh -5.6, DDE Tn7 FP inh -1.7 and KLK7 zymogen act -0.8.
Cc1cc(C)nc(SCc2nnc(SCC(=O)OC3CCCCC3)o2)n1 was read as PLCg1 inh 1.9, ADAM10 inh -1.0, TDP2 inh 2.8, ASAP1 inh -9.0, LEDGF integ inh 1.4, ARFGAP1 inh -3.8, Tn6 DDE FP 2.1, ADAM17 inh 0.9, DDE Tn7 FP inh -4.3 and KLK7 zymogen act 0.0.
Screening O=C(O)CSCC(=O)Nc1cc(C(F)(F)F)ccc1Cl returned PLCg1 inh 0.2, ADAM10 inh 0.9, TDP2 inh 1.7, ASAP1 inh 6.6, LEDGF integ inh 1.1, ARFGAP1 inh 17.6, Tn6 DDE FP 4.5, ADAM17 inh 1.2, DDE Tn7 FP inh -7.0 and KLK7 zymogen act 0.2.
Screening CCN(Cc1ccccc1)C(=O)c1ccc(NC(=O)c2ccc(OC)cc2)cc1 returned PLCg1 inh -1.0, ADAM10 inh -9.7, TDP2 inh 5.0, ASAP1 inh 7.9, LEDGF integ inh 0.1, ARFGAP1 inh 11.7, Tn6 DDE FP 1.9, ADAM17 inh 0.3, DDE Tn7 FP inh 3.7 and KLK7 zymogen act 0.9.
Screening Cc1cnc(NC(=O)c2cc3ccccc3o2)s1 returned PLCg1 inh -0.1, ADAM10 inh 2.7, TDP2 inh 4.7, ASAP1 inh -2.1, LEDGF integ inh 3.2, ARFGAP1 inh -0.9, Tn6 DDE FP -0.8, ADAM17 inh 2.7, DDE Tn7 FP inh -6.7 and KLK7 zymogen act -0.7.
For COc1ccc(-c2ccc(C(=O)NCc3ccc(N4CCN(C)CC4)cc3)c3occc23)c(C)c1 the results were PLCg1 inh 6.7, ADAM10 inh 2.9, TDP2 inh -1.9, ASAP1 inh -0.6, LEDGF integ inh -0.6, ARFGAP1 inh 6.0, Tn6 DDE FP -5.9, ADAM17 inh -1.0, DDE Tn7 FP inh 4.2 and KLK7 zymogen act 0.1.
Screening Cc1ccc(OCC(=O)N2CCC(N3CCCCCC3)CC2)cc1 returned PLCg1 inh -4.2, ADAM10 inh -9.8, TDP2 inh -1.6, ASAP1 inh -1.4, LEDGF integ inh 5.0, ARFGAP1 inh 1.7, Tn6 DDE FP 0.1, ADAM17 inh -1.9, DDE Tn7 FP inh -1.1 and KLK7 zymogen act -0.4.
For CCn1c(=N)n(CC(O)c2cccs2)c2ccccc21 (stereo unspecified) the results were PLCg1 inh -0.5, ADAM10 inh -4.9, TDP2 inh 3.5, ASAP1 inh 6.2, LEDGF integ inh 1.1, ARFGAP1 inh -12.3, Tn6 DDE FP -0.6, ADAM17 inh -4.5, DDE Tn7 FP inh 4.2 and KLK7 zymogen act 0.1.
O=C(c1cccc(N2C(=O)c3ccccc3C2=O)c1)N1CCCCCC1 was read as PLCg1 inh -1.6, ADAM10 inh -16.8, TDP2 inh -5.4, ASAP1 inh 14.1, LEDGF integ inh -4.7, ARFGAP1 inh 5.8, Tn6 DDE FP 6.0, ADAM17 inh -4.6, DDE Tn7 FP inh -0.8 and KLK7 zymogen act -0.4.
Screening CC(C)Cc1ccc(-c2cc(=O)[nH][nH]2)cc1 returned PLCg1 inh -0.5, ADAM10 inh -3.3, TDP2 inh -3.9, ASAP1 inh -8.6, LEDGF integ inh 0.6, ARFGAP1 inh 4.1, Tn6 DDE FP -1.4, ADAM17 inh -2.6, DDE Tn7 FP inh 4.9 and KLK7 zymogen act -0.4.
Screening N#Cc1nc(COc2cccc(Cl)c2)oc1N1CCCC1 returned PLCg1 inh 0.4, ADAM10 inh -0.3, TDP2 inh -3.3, ASAP1 inh -11.4, LEDGF integ inh -1.9, ARFGAP1 inh -1.3, Tn6 DDE FP 5.4, ADAM17 inh 0.2, DDE Tn7 FP inh -1.0 and KLK7 zymogen act -0.5.
For O=C(CCn1c(=S)[nH]c2ccccc2c1=O)NCCSCc1ccccc1 the results were PLCg1 inh 0.5, ADAM10 inh -6.3, TDP2 inh 11.3, ASAP1 inh 8.8, LEDGF integ inh -3.4, ARFGAP1 inh 4.3, Tn6 DDE FP -8.3, ADAM17 inh -6.7, DDE Tn7 FP inh -7.7 and KLK7 zymogen act -0.1.
`CC(C)(C)CC(=O)Nc1ccccc1N1CCN(c2ccccc2)CC1` gave PLCg1 inh 2.0, ADAM10 inh -5.2, TDP2 inh -6.0, ASAP1 inh 11.9, LEDGF integ inh -1.4, ARFGAP1 inh 0.4, Tn6 DDE FP -3.6, ADAM17 inh -3.0, DDE Tn7 FP inh -4.1 and KLK7 zymogen act 0.7.
Screening O=C(O)c1cc(NCc2ccc3c(c2)OCO3)ccc1N1CCOCC1 returned PLCg1 inh -47.6, ADAM10 inh -66.3, TDP2 inh 9.5, ASAP1 inh 9.6, LEDGF integ inh 1.3, ARFGAP1 inh -2.0, Tn6 DDE FP -7.4, ADAM17 inh -16.6, DDE Tn7 FP inh -2.9 and KLK7 zymogen act -30.2.
Screening C(=NNc1ccc2ccccc2n1)c1ccccn1 returned PLCg1 inh -1.6, ADAM10 inh -15.1, TDP2 inh -6.1, ASAP1 inh 7.4, LEDGF integ inh -0.8, ARFGAP1 inh -6.3, Tn6 DDE FP -5.4, ADAM17 inh 1.2, DDE Tn7 FP inh 5.2 and KLK7 zymogen act -0.9.
For Cc1cccc(NC(=S)NN2CCOCC2)c1C the results were PLCg1 inh 4.8, ADAM10 inh 16.3, TDP2 inh -10.6, ASAP1 inh 2.3, LEDGF integ inh 0.8, ARFGAP1 inh -0.7, Tn6 DDE FP 0.1, ADAM17 inh -2.5, DDE Tn7 FP inh 1.0 and KLK7 zymogen act 0.2.
CC12CC(NC(=O)N1c1cccc(C(=O)NCc3ccccn3)c1)c1ccccc1O2 (stereo unspecified) was read as PLCg1 inh 3.0, ADAM10 inh 1.8, TDP2 inh -14.7, ASAP1 inh -4.9, LEDGF integ inh -0.7, ARFGAP1 inh 7.5, Tn6 DDE FP 0.5, ADAM17 inh 1.6, DDE Tn7 FP inh -8.0 and KLK7 zymogen act 0.1.
For N#C/C(=C(/O)c1cc2ccccc2o1)c1nc2ccccc2s1 the results were PLCg1 inh -58.6, ADAM10 inh 8.6, TDP2 inh 3.4, ASAP1 inh 0.1, LEDGF integ inh 2.8, ARFGAP1 inh 7.1, Tn6 DDE FP -4.8, ADAM17 inh -2.7, DDE Tn7 FP inh 0.7 and KLK7 zymogen act -0.1.
O=C(c1ccc(CN2CCOCC2)cc1)N1CCC(Cc2ccccc2)CC1 was read as PLCg1 inh -0.3, ADAM10 inh 0.2, TDP2 inh 7.8, ASAP1 inh -21.3, LEDGF integ inh -2.0, ARFGAP1 inh -1.7, Tn6 DDE FP -2.4, ADAM17 inh -4.9, DDE Tn7 FP inh -2.0 and KLK7 zymogen act 0.7.
For CCC(C)NC(=O)N[C@@H](CCSC)C(=O)OC (stereo partly specified) the results were PLCg1 inh 1.1, ADAM10 inh 1.2, TDP2 inh 3.5, ASAP1 inh 5.9, LEDGF integ inh -0.7, ARFGAP1 inh 13.3, Tn6 DDE FP 5.8, ADAM17 inh -2.3, DDE Tn7 FP inh -4.4 and KLK7 zymogen act -0.2.
For CCOc1ccc(N(C)Cc2cc(=O)oc3ccc(OC)cc23)cc1 the results were PLCg1 inh -12.2, ADAM10 inh 2.5, TDP2 inh -13.6, ASAP1 inh 1.2, LEDGF integ inh -3.8, ARFGAP1 inh -0.5, Tn6 DDE FP 3.7, ADAM17 inh -2.5, DDE Tn7 FP inh -0.2 and KLK7 zymogen act 3.8.
COc1ccc(-n2ncc3c2CC(C)(C)CC3NC(=O)c2cnc(C)cn2)cc1 (stereo unspecified) was read as PLCg1 inh 2.5, ADAM10 inh 3.5, TDP2 inh -0.5, ASAP1 inh 7.8, LEDGF integ inh -0.6, ARFGAP1 inh -10.4, Tn6 DDE FP -4.4, ADAM17 inh -3.8, DDE Tn7 FP inh 2.2 and KLK7 zymogen act -0.4.
`COc1ccc(Nc2nc(NCc3cccs3)nc3ccsc23)cc1OC` gave PLCg1 inh -18.4, ADAM10 inh -5.8, TDP2 inh -3.5, ASAP1 inh 12.1, LEDGF integ inh 4.7, ARFGAP1 inh 4.5, Tn6 DDE FP -1.7, ADAM17 inh 0.6, DDE Tn7 FP inh 4.5 and KLK7 zymogen act -0.1.

Pulled by structure from the list above:
`COc1ccc(Nc2nc(NCc3cccs3)nc3ccsc23)cc1OC` gave PLCg1 inh -18.4, ADAM10 inh -5.8, TDP2 inh -3.5, ASAP1 inh 12.1, LEDGF integ inh 4.7, ARFGAP1 inh 4.5, Tn6 DDE FP -1.7, ADAM17 inh 0.6, DDE Tn7 FP inh 4.5 and KLK7 zymogen act -0.1.
For CCC(C)NC(=O)N[C@@H](CCSC)C(=O)OC (stereo partly specified) the results were PLCg1 inh 1.1, ADAM10 inh 1.2, TDP2 inh 3.5, ASAP1 inh 5.9, LEDGF integ inh -0.7, ARFGAP1 inh 13.3, Tn6 DDE FP 5.8, ADAM17 inh -2.3, DDE Tn7 FP inh -4.4 and KLK7 zymogen act -0.2.

Outcome played no part in choosing rows (roughly 4.2% active in at least one column).
